aSyn rescue: rescues yeast growth from alpha-synuclein toxicity | Yeast expressing alpha-synuclein, growth rescue, BacTiter-Glo, 24 h | 370,000 compounds, 0.14% hits | Potency, µM (top dose mostly 46.1 µM), inactives show at the highest dose growth rescue (activation), usual class: activators; note: potency is the fitted concentration of half-maximal effect; % of control where 0% means no effect; nearly all actives have a fitted effect of over 65% in size
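Galactose-induced alpha-syn yeast (OD600=0.02, raffinose-pregrown) + pinned cpd, 24 hr, 30 deg C; growth by BacTiter-Glo luminescence. Growth restoration scores as activation.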
Abeta yeast res: A-beta toxicity reversal in yeast. Potency, µM (series often up to 46.1 µM), inactives show at the top dose growth rescue, hits mostly activators. yeast expressing A-beta42, growth rescue, OD600, 48 h; response scale: 0% DMSO, 100% iron-clioquinol control. 410,000 compounds, 0.063% hits; note: potency is the fitted concentration of half-maximal effect; nearly all actives have a fitted effect of over 55% in size
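Yeast A-beta toxicity model in growth medium with pinned compounds, 48 h at 30 C; growth read as absorbance at 600 nm. Normalized to FeCl3/clioquinol equimolar mix (positive) and DMSO (negative).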
DRD3 antagonist: antagonists of human D3 dopamine receptor; P35462; D3R cells, DiscoveRx beta-arrestin luminescence, antagonist mode; active compounds read low; max response, negative = inhibition, %; 360,000 compounds, 2.5% hits; AID 652054; in the data active = max response below about -50%; inconclusive = no clear call, values can overlap the other calls; note: % is set by controls: 0 for no effect and ±100 for the full control effect; mostly tested at two doses, the higher about 12 µM
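Cells expressing the human receptor were seeded at 1500 cells/well, incubated overnight at 37 degrees C in 5% CO2, then exposed to library compounds with dopamine controls for 90 minutes at 37 degrees C before luminescent detection.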
TDP43 rescue: rescues yeast growth from TDP-43 toxicity | TDP-43 expressing yeast growth rescue, BacTiter-Glo, 24 h | Potency, µM (titrated, usually from 46.1 µM), inactives show at the highest dose growth rescue (activation), actives largely listed as activators | 410,000 compounds, 1.8% hits | AID 652104; note: potency is the fitted concentration of half-maximal effect; % of control where 0% means no effect; nearly all actives have a fitted effect of over 50% in size
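Galactose-induced TDP-43 yeast, OD600=0.02, compound pinned; 24 hr, 30 deg C; BacTiter-Glo luminescence for growth. Inhibitors of TDP-43 toxicity read as activators.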
EPAC2 agonist: agonists of human EPAC2 (RAPGEF4). Q8WZA2. EPAC2 activation, biochemical qHTS; response scale: 100% = 6.5 mM cAMP response. Potency, µM (top dose mostly 154 µM), inactives show at the top dose activation, most hits filed as activators. 360,000 compounds, 0.079% hits; note: potency is the fitted concentration of half-maximal effect; nearly all actives have a fitted effect of over 50% in size
Target sequence (Q8WZA2 whole entry, looked up): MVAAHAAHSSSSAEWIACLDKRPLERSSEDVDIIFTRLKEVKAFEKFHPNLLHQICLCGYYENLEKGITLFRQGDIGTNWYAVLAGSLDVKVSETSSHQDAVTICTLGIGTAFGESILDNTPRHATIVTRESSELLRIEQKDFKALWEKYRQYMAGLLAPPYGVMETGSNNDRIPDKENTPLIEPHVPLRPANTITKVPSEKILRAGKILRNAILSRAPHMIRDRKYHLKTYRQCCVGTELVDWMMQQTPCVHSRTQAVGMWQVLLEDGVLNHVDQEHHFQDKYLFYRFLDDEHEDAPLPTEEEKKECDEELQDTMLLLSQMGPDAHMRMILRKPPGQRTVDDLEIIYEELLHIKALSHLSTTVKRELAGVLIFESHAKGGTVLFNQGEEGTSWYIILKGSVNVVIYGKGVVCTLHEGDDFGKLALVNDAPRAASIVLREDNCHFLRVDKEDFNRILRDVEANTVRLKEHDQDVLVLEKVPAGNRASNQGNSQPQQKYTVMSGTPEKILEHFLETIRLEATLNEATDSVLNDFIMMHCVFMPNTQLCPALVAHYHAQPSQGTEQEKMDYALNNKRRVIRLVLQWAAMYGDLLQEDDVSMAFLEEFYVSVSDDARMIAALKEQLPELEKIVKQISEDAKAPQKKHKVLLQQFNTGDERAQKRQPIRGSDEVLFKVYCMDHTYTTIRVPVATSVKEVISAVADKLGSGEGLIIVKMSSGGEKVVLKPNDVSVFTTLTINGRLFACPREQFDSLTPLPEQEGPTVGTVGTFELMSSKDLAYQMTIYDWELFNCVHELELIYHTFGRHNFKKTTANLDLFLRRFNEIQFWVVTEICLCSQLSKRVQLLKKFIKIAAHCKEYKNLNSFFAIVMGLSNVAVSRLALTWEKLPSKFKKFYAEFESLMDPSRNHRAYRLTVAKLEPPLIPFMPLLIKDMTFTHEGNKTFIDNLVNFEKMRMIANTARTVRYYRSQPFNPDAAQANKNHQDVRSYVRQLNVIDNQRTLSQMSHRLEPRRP
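Compounds were added across a concentration range to EPAC2 (100 nM), RAP1B-BODIPY-GDP (250 nM) and GDP (50 uM). After 5 min at room temperature, fluorescence was recorded at 5-min intervals for 30 min.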
FUS yeast rescue: FUS proteinopathy suppression in yeast. AID 1347120. Potency, µM (highest dose often 76.6 µM), without a hit: at the highest dose growth rescue (activation), usual class: activators. S. cerevisiae FUS-expressing, growth rescue, OD600, 24 h. 390,000 compounds, 0.24% hits;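 note: potency is the fitted concentration of half-maximal effect; plate controls were DMSO vehicle for no effect and reference control for full effect; nearly all actives have a fitted effect of over 55% in size; some results filed as inactive show a strong effect at the top dose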
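Absorbance at 600 nm, taken 24hr after compound addition, measured rescue of FUS-yeast growth at 30C. Induction used 2% galactose with seeding at OD 0.005. Controls: CP55940 from 92uM final, DMSO only.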
EPAC2 antagonist: blocks human EPAC2 exchange factor. Potency, µM (series often up to 114 µM), for inactives: top-dose activity, negative = inhibition, usual class: inhibitors. 360,000 compounds, 0.18% hits. EPAC2 GEF exchange of Rap1B-BODIPY-GDP, fluorescence. AID 720708. Q8WZA2; note: potency is the fitted concentration of half-maximal effect; % is set by controls: 0 for no effect and ±100 for the full control effect; nearly all actives have a fitted effect of over 45% in size; many of its hits are not listed in these tables
DRD3 agonist: agonists of human D3 dopamine receptor; P35462; max activation, %; D3R DiscoveRx beta-arrestin cells, luminescence, 90 min; AID 652048; 410,000 compounds, 0.58% hits; in the data active = max activation above about 30%; note: 0% is about no effect; mostly tested at two doses, the higher about 12 µM
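Agonist mode: compounds and dopamine controls were applied to plated cells for 90 min at 37 degrees C after an overnight attachment at 1500 cells/well. Luminescent read-out followed 30 - 60 minutes at room temperature with DiscoveRx detection reagent.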
* = called active by the depositor; ? = inconclusive; . = not tested or not shown; [ ] = another dose, or the depositor's remark. Unless noted, calls come from the whole dose curve; as a rule, active = well fitted curve in the direction sought with a large enough effect; inconclusive = small, poorly fitted or top-dose-only effect, or another doubt; inactive = no such curve, though single readings can be large; an effect the other way counts as inactive or inconclusive. A portion of the library (hit frequency here may not be typical).

SMILES	aSyn rescue	Abeta yeast res	DRD3 antagonist	TDP43 rescue	EPAC2 agonist	FUS yeast rescue	EPAC2 antagonist	DRD3 agonist
CC(=O)c1csc(COc2ccccc2)n1	1.5%	1.6%	12.5	20.4%	3.4%	-20.9%	7.7%	-0.2
Cn1c(Cn2c(=O)sc3ccccc32)nnc1SCC(=O)Nc1ccc2c(c1)OCO2	-2.8%	-22.8%	2.1	7.9%	-0.2%	-11.0%	1.3%	2.6
Cc1cc(NC(=O)/C=C/C(=O)N(CC(=O)NC2CCCC2)c2cccc3ccccc23)no1	-0.9%	-4.1%	8.8	-7.3%	9.0%	-3.1%	-0.5%	2.8
O=C(O)/C=C/c1cn(Cc2ccccc2)nc1-c1ccccc1	9.9%	1.1%	4.2	2.2%	7.7%	.	0.5%	-4.8
CN1CCc2c(sc3nc(SCC(=O)NCc4ccco4)n(-c4ccccc4)c(=O)c23)C1	0.7%	-43.0%[inhibitor]	1.0	7.6%	4.5%	20.6%	1.0%	0.2
Cc1ccc(C)c(N2C(=O)C3C4C=CC(CC4)C3C2=O)c1 (stereo not given)	1.0%	0.7%	5.3	17.1%	4.1%	-21.2%	5.3%	3.1
CC(=NCCc1c(C)[nH]c2ccc(OC(F)(F)F)cc12)C1=C(O)CC(c2ccccc2)CC1=O (stereo not given)	11.3%	-0.5%	?	-52.6%[inhibitor]	-12.8%	4.2%	-7.9%	0.5
COc1ccc(C(=O)COC(=O)Cn2[nH]c(=O)c3ccccc3c2=O)c(OC)c1	-0.3%	0.2%	9.6	10.0%	3.6%	3.0%	-11.1%	4.9
Cc1cc(C)c(C)c(C(=O)COC(=O)CNC(=O)CNC(=O)c2ccco2)c1C	2.3%	-17.6%	-3.4	-27.1%	4.3%	16.8%	3.1%	13.8
Cc1cc(C)cc(NC2=CC(=O)CC(c3ccco3)C2)c1 (stereo not given)	1.1%	-10.5%	9.2	12.5%	2.3%	22.5%	8.9%	3.4
Cc1ccc(CNC(=O)CCC(=O)N2CC(C)Oc3ccc(Cl)cc32)cc1 (stereo not given)	17.4%	21.9%	0.0	?	4.5%	-5.0%	-3.3%	-11.9
c1ccc(N2[C@@H]3c4ccccc4C[C@H]2c2ccccc23)cc1	2.9%	-6.9%	3.8	0.0%	6.2%	-7.5%	?	2.5
Cc1nnc(SCC(N)=O)n1CCc1ccccc1	3.8%	15.9%	10.9	18.3%	-0.1%	4.4%	10.9%	0.0
CC1CN(C(=S)Nc2ccccc2F)CC(C)O1 (stereo not given)	-2.8%	-9.4%	-24.1	2.2%	16.8%	-5.1%	7.7%	6.0
Cc1ccc2c(cnn2C(=O)CCCC(=O)NCc2cccc(F)c2)c1	11.6%	2.8%	4.2	-5.3%	-0.2%	-9.8%	-4.3%	4.9
Cc1cccc(CNC(=O)CCCN2C(=O)CCn3nc(-c4cn(C)c5ccccc45)cc32)c1	.	1.1%	.	0.0%	.	21.3%	.	-0.6
CCOC(=O)C(=CNc1cc(C)nn1-c1ccccc1)C(=O)OCC	1.9%	5.0%	20.4	-2.0%	10.1%	38.7%	5.7%	97.6*
O=C(c1ccccc1)N1CCN(C2CCCCCC2)CC1	-1.1%	-8.2%	0.0	6.3%	-9.4%	-25.3%	1.9%	-13.4
CCN(CC)CCNC(=O)C(C)c1nn(CC)c(=O)c2ccccc12 (stereo not given)	3.3%	5.2%	2.9	-10.5%	0.2%	-1.9%	0.4%	3.1
O=C(O)C(Cc1c[nH]c2ccccc12)N1CCS(=O)(=O)CC1 (stereo not given)	-2.2%	-4.8%	-5.4	-13.1%	11.4%	-1.6%	21.2%	-6.7
COc1ccc(CNC(=O)c2cc(=O)[nH]c3ccc(S(=O)(=O)N4CCCC4)cc23)c(OC)c1	.	7.9%	.	23.8%	.	-21.3%	.	11.4
O=[N+]([O-])c1cc(/C=N/n2cnnc2)ccc1N1CCCC1	1.3%	-8.5%	-4.1	-6.4%	9.0%	-1.9%	3.4%[57.1 µM]	-4.8
CCOc1ccc(C(=O)OCCN(C)C)cc1	-3.8%	-5.9%	-21.3	-2.5%	8.4%	-23.9%	-0.2%	-5.8
NC(=O)C1CCN(C(=O)c2ccc(NS(=O)(=O)c3ccc(F)c(F)c3)cc2)CC1	0.9%	-0.5%	1.4	10.3%	4.9%	-6.7%	2.1%	2.6
O=C(NCCc1ccccc1Cl)c1ccc2c(c1)nc1n2CCOC1	.	-11.4%	.	-2.1%	.	-1.7%	.	-0.3

The last 4 entries of the part before lead into the next:
SMILES	aSyn rescue	Abeta yeast res	DRD3 antagonist	TDP43 rescue	EPAC2 agonist	FUS yeast rescue	EPAC2 antagonist	DRD3 agonist
O=[N+]([O-])c1cc(/C=N/n2cnnc2)ccc1N1CCCC1	1.3%	-8.5%	-4.1	-6.4%	9.0%	-1.9%	3.4%[57.1 µM]	-4.8
CCOc1ccc(C(=O)OCCN(C)C)cc1	-3.8%	-5.9%	-21.3	-2.5%	8.4%	-23.9%	-0.2%	-5.8
NC(=O)C1CCN(C(=O)c2ccc(NS(=O)(=O)c3ccc(F)c(F)c3)cc2)CC1	0.9%	-0.5%	1.4	10.3%	4.9%	-6.7%	2.1%	2.6
O=C(NCCc1ccccc1Cl)c1ccc2c(c1)nc1n2CCOC1	.	-11.4%	.	-2.1%	.	-1.7%	.	-0.3
O=C(Nc1nnc(C(F)(F)F)s1)c1ccc(Br)s1	-24.3%	-50.0%[inhibitor]	8.5	0.0%[9.22 µM]	-2.0%	6.5%	-16.4%	5.4
CCOC(=O)c1oc2cc(O)ccc2c(=O)c1-c1ccc(OC)cc1	-4.1%	-1.9%	-16.3	1.5%	8.0%	?	1.0%	1.9
COc1ccc(CNC(=O)c2noc(C(C)C)c2[N+](=O)[O-])cc1	0.8%	1.5%	29.2	12.4%	10.0%	.	4.7%	0.2
CC1(C)CC(=O)C(C=NCCN2CCN(C(=S)NC3CCCCC3)CC2)=C(O)C1	-1.5%	-5.9%	25.2	?	4.7%	.	-5.6%	-5.6
COc1ccc(S(=O)(=O)N(C)C)cc1NC(=O)COC(=O)CC1CCCC1	-4.0%	4.2%	-2.4	18.1%	20.7%	-4.8%	-1.2%	-6.8
Cc1cc(NC(=O)Nc2ccc(Cl)cc2)n(-c2ccccc2)n1	0.9%	-3.9%	-18.9	-4.9%	-1.3%	4.4%	-1.6%	-20.8
CC(C)N1C(=O)CSC1c1ccc(Br)cc1 (stereo not given)	-1.6%	3.1%	-15.5	-26.6%[9.22 µM]	7.5%	16.6%	-8.5%	-6.8
Cc1ccc2nc(-c3cccc(NC(=O)c4ccc5c(c4)OCCO5)c3)oc2c1	-23.4%	8.9%	57.0	20.7%	-4.2%	22.3%	-1.0%	8.7
O=C(O)c1cc(S(=O)(=O)N2CCCCC2)ccc1N1CCOCC1	12.4%	5.3%	?	23.0%	-1.6%	.	16.6%	1.2
Cc1ccc(NC(=O)CSc2ccc(-c3cccnc3)nn2)c(C)c1	1.2%	-4.5%	3.7	-7.9%	-5.2%	-2.4%	16.7%	0.4
O=C(OCCc1cc2ccccc2c(=O)o1)c1cccc(Br)c1	1.8%	-4.2%	5.7	?	14.2%	?	-0.6%	4.4
Cc1cccc(-n2c(SCC(=O)O)nc3sc4c(c3c2=O)CCC4)c1	-1.4%	-5.3%	4.0	-32.4%[inhibitor]	7.0%	?	23.7%	-15.0
COc1cccc(NS(=O)(=O)c2ccc(-n3cccn3)cc2)c1	1.6%	-14.8%	-13.5	-6.3%	16.7%	12.8%	-19.5%	-18.2
CC1=C(C(=O)N2CCOCC2)CC(CC(=O)NCC2CCCCC2)C(=O)N1Cc1ccc(C(C)(C)C)cc1 (stereo not given)	2.3%	2.8%	24.9	24.7%	-4.7%	34.0%	-21.2%	-1.3
COC(=O)c1c(NC(=O)c2cc(=O)c3c(C)cc(C)cc3o2)sc2c1CCCC2	.	-3.1%	.	0.0%	.	-22.0%	.	5.0
CCc1ccc(-c2cc(C)no2)cc1S(=O)(=O)N1CCN(c2ccccc2F)CC1	-4.0%	-13.9%	-10.8	-11.3%	18.5%	23.8%	6.5%	5.3
CCOC(=O)c1ccccc1Nc1cc(C)nc2nc(-c3ccco3)nn12	2.9%	-1.2%	.	?	.	34.4%	.	9.4
O=C(CSc1n[nH]c(=O)n1-c1ccccc1)Nc1ccccc1	-0.6%	-14.9%	-3.8	0.0%	8.2%	5.5%	-7.0%	-6.4
COc1cccc(NC(=O)CN2C(=O)NC(c3ccccc3)(c3ccccc3)C2=O)c1	?	-7.8%	0.0	-21.9%	15.8%	6.9%	-4.1%	-13.4
Cc1cc2nc(NCCCO)n(CC(=O)c3cc(C(C)(C)C)c(O)c(C(C)(C)C)c3)c2cc1C	6.1%	-4.0%	2.3	9.3%	-0.4%	6.2%	-19.3%	-20.3
N/C(=N\OC(=O)c1cccc(Cn2cc(C(F)(F)F)ccc2=O)c1)c1ccc(Cl)cc1	-37.5%[inhibitor]	-28.4%	-19.6	4.0%	10.2%	17.8%	-3.1%	15.6
O=C(NCCOc1ccc(Cl)cc1)c1ccc2ccccc2n1	28.8%	2.8%	11.4	?	7.8%	35.5%	-9.0%	-7.6
CCCCOn1c(C)c(C(=O)OCC)c2c3nonc3ccc21	0.7%	-6.0%	0.0	2.4%	-20.4%	?	-11.8%[57.1 µM]	-5.4
Cc1nn(C)c(C)c1NC(=O)CSc1nc(-c2ccccc2Cl)nc2c1cnn2-c1ccccc1	-0.8%	16.3%	-5.2	7.6%	-5.6%	16.8%	-0.1%	-1.2
C=CCn1c(C)cc(-c2csc(NC)n2)c1C	3.1%	26.4%	2.3	5.3%	-1.7%	32.9%	0.6%	-2.8
Cc1ccccc1NC(=S)N(CCN1CCCCCC1)Cc1cccs1	1.8%	6.9%	?	-1.1%	-5.6%	8.8%	-7.1%	-21.6

Bioassay records (PubChem BioAssay)
